Source: PubChem BioAssay
MITF primary: MITF inhibitors, primary screen, biochemical, AlphaScreen, human; inhibition, % at 2.6 µM; AID 1259374, 2018; Microphthalmia-associated transcription factor (Homo sapiens), O75030; actives 0.91% (n = 650,000); AlphaScreen MITF homodimerization, bead proximity signal; in the data active means inhibition above about 50%;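 further: 0% = vehicle wells with protein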
GPR151 activ: activators of human GPR151, primary screen, cell-based, PathHunter beta-arrestin, luminescence; PathHunter beta-arrestin GPR151 cells; activation, % at 11.2 µM; AID 1508602, 2020; actives 1% (n = 650,000); G-protein coupled receptor 151 (Homo sapiens), Q8TDV0; in the data active means activation above about 4.9%;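 further: 0% = median of compound wells and 100% = cells with positive control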
Target sequence (Q8TDV0 whole entry, looked up): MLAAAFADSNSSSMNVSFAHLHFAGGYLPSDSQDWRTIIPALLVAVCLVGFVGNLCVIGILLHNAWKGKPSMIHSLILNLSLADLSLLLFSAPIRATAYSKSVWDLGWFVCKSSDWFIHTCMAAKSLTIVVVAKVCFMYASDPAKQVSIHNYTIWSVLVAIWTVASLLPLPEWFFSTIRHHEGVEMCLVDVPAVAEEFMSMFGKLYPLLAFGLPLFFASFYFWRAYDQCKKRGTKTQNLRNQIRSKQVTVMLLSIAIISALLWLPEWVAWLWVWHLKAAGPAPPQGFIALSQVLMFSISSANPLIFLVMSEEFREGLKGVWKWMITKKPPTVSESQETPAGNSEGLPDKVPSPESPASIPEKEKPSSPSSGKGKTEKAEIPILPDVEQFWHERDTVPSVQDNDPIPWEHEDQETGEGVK
FBW7 act: FBW7 E3 ligase activators, primary screen, biochemical, AlphaScreen, human | actives 0.13% (n = 650,000) | AlphaScreen FBW7–phospho-cyclin E peptide binding, activator screen | normalized activity (activation), % at 26.1 µM | F-box/WD repeat-containing protein 7 (Homo sapiens), Q969H0; in the data active means normalized activity above about 1.9%;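 further: purified mutant Fbw7 with reduced substrate affinity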
Target sequence (Q969H0 whole entry, looked up): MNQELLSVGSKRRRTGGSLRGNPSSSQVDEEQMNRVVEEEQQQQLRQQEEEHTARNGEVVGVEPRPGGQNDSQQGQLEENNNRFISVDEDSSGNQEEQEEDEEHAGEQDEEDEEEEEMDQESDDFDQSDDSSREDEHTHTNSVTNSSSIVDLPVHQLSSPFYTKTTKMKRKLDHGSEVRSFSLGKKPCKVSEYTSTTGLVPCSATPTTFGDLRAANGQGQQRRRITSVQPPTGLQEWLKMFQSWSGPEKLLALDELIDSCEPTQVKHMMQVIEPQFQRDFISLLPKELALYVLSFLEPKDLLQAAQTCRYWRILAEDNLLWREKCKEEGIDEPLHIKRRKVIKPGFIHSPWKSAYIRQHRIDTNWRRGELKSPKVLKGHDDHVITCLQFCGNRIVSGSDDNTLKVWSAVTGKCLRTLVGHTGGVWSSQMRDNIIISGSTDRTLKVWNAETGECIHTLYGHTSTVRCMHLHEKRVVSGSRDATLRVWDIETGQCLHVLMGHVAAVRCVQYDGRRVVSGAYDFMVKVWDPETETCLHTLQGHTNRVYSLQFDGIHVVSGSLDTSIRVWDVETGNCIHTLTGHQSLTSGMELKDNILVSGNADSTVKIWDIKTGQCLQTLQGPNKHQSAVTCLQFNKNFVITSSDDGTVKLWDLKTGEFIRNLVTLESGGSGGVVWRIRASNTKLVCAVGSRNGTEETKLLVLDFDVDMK
TEAD-YAP inh: TEAD-YAP interaction inhibition, primary screen, TEAD-YAP interaction inhibitor project, luminescence, HEK-TIYL cells; actives 1.4% (n = 640,000); inhibition, % at 9.12 µM; TEAD-Gal4/YAP UAS-luciferase luminescence; in the data active means inhibition above about 32%;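 further: 0% = median of test compound wells and 100% = reference inhibitor wells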
* hit, by the source's call.

SMILES	MITF primary	GPR151 activ	FBW7 act	TEAD-YAP inh
O=C(NCc1ccncc1)c1cc(Br)c(Br)[nH]1	2	0.1	-0.1	6
CC(=O)N1CCc2c(sc3c2c(=O)n(Cc2ccccc2)c(=O)n3CC(N)=O)C1	9	1.0	0.5	0
O=C(NCc1cccnc1)C(=O)Nc1cccc(C(F)(F)F)c1	2	-0.2	-0.1	-2
CC[C@@H]1NC(=O)[C@@H]2C[C@H](NC(=O)Nc3ccccc3)CN2C1=O	7	-0.8	-0.1	5
COc1ccc(-n2c(=S)[nH]c3cc(C(=O)NCCC4=CCCCC4)ccc3c2=O)cc1OC	-2	0.1	0.1	-6
CC1=Nc2ccccc2/C1=C/c1c(O)n(C2CCCCC2)c(=O)[nH]c1=O	4	0.2	0.1	-14
Cc1ccc(CNC(=O)c2ccc3c(c2)NC(=O)C(N2CCOCC2)S3)cc1 (centres undefined)	11	-1.2	0.9	-9
Cc1ccccc1NC(=O)CSC1=NS(=O)(=O)c2ccccc21	-4	2.4	0.1	-2
COc1ccc(C(=O)COC(=O)CN2C(=O)NC(C)(C)C2=O)cc1OC	13	-1.1	0.3	0
COc1ccc(N/C=C/C(=O)C(C)(C)C)cc1	10	-0.1	-0.1	2
COC(=O)CSc1nc(NC(C)C)nc(N2CCOCC2)n1	-3	-0.8	-0.2	-3
Cc1ccc(NC(=O)C(=O)NCCc2c[nH]c3ccccc23)cc1	11	-0.3	-0.1	0
CCOCCCNC(=S)N1CCCN(c2nc3c(C)c(C)ccc3cc2C#N)CC1	4	0.2	-0.5	-1
COC(=O)Nc1c(C(=O)OC)cc(OC)c(OC)c1OC	-11	-0.3	0.1	-6
CN1CCN(C(=O)c2ccc(S(=O)(=O)Cc3cccc(F)c3)c([N+](=O)[O-])c2)CC1	-5	0.8	-0.2	4
Nc1nccc(-c2ccc3nc(C4COc5ccccc5C4)[nH]c(=O)c3c2)n1 (centres undefined)	36	-0.5	0.7	1
CCc1nnc(NC(=O)c2cc3c(=O)n(CC)c4ccccc4c3s2)s1	12	0.5	0.2	-15
O=C(Cc1ccccc1)Nc1nnc(Cc2ccccc2)s1	6	-0.9	-0.2	2
Cc1nnc(SCC(=O)Nc2ccccc2[N+](=O)[O-])[nH]c1=O	3	-0.1	-0.1	5
Cc1cc(/C=C2/C(=N)N3C=CSC3=NC2=O)c(C)n1-c1cccc(Cl)c1	7	-0.1	0.0	-15
COc1ccc(CCC(=O)OCC(=O)c2cccc(OC)c2)cc1	-8	-0.1	0.0	2
COc1ccc(-c2cc(C(=O)Nc3cc(C)on3)c3ccccc3n2)cc1	2	2.7	0.0	-5
CCc1ccc(CN2C[C@H](NC(=O)c3cccc(F)c3)C[C@H]2C(=O)OC)cc1	-3	-0.5	0.4	5
CC(=O)c1c(C)oc2c1c1c(c3ccccc32)OCN(C2CCCCC2)C1	4	-0.4	-0.5	-6

One compound at a time, as listed above.
O=C(Cc1ccccc1)Nc1nnc(Cc2ccccc2)s1 as listed: MITF primary: 6; GPR151 activ: -0.9; FBW7 act: -0.2; TEAD-YAP inh: 2
COC(=O)Nc1c(C(=O)OC)cc(OC)c(OC)c1OC as listed: MITF primary: -11; GPR151 activ: -0.3; FBW7 act: 0.1; TEAD-YAP inh: -6
Cc1cc(/C=C2/C(=N)N3C=CSC3=NC2=O)c(C)n1-c1cccc(Cl)c1 as listed: MITF primary: 7; GPR151 activ: -0.1; FBW7 act: 0.0; TEAD-YAP inh: -15

Next structures
SMILES	MITF primary	GPR151 activ	FBW7 act	TEAD-YAP inh
CC(C)(C)NC(=O)COC(=O)Cn1[nH]c(=O)c2ccccc2c1=O	-3	-1.0	0.3	4
CC1=NN2C(=N)/C(=C/c3ccc(OCCOc4ccc(C)cc4C)cc3)C(=O)N=C2S1	-7	0.7	0.1	-14
O=C(CSc1nnc2c(n1)[nH]c1ccccc12)Nc1cccc(C(F)(F)F)c1	7	-0.5	-0.1	0
COC(=O)c1ccc(Nc2cc(C)nc3nc(C)nn23)cc1	9	-1.4	-0.2	-4
O=[N+]([O-])c1ccc(NC2CCCCC2)nc1	0	-0.6	-0.3	-3
CCCOc1ccc(/C=C2\N=C(c3ccc(Cl)cc3)OC2=O)cc1OC	26	-1.1	0.1	-2
COc1ccc(N(C)C(=O)CCc2nc(-c3ccccc3F)no2)cc1	12	-0.4	-0.1	6
O=C(NCCc1nnc2n1CCN(Cc1ccc(N3CCCC3)cc1)CC2)C1CCCO1 (centres undefined)	-7	0.0	0.0	4
O=C(COC(=O)C1CC(=O)N(c2ccccc2)C1)c1ccc(Cl)cc1 (centres undefined)	3	1.4	-0.1	5
Cc1ccc(S(=O)(=O)NC(CCC(=O)O)C(=O)O)cc1 (centres undefined)	-14	-1.0	-0.1	-3
CS(=O)(=O)N(CC(=O)NCCSCc1ccco1)c1cccc(Br)c1	2	2.0	0.1	7
O=C1c2ccccc2N2C(=O)c3ccccc3C2N1Cc1ccco1 (centres undefined)	4	1.6	-0.4	11

Reprinted at random: 2 compounds from above, in no set order.
SMILES	MITF primary	GPR151 activ	FBW7 act	TEAD-YAP inh
COC(=O)CSc1nc(NC(C)C)nc(N2CCOCC2)n1	-3	-0.8	-0.2	-3
CC1=Nc2ccccc2/C1=C/c1c(O)n(C2CCCCC2)c(=O)[nH]c1=O	4	0.2	0.1	-14

More results
SMILES	MITF primary	GPR151 activ	FBW7 act	TEAD-YAP inh
CCC(=O)N1CCN=C1SCc1ccccc1F	18	-3.0	0.7	1
Cc1ccc2c(c1)-c1c(cnn1CC(=O)Nc1nccs1)CO2	11	-1.1	0.8	0
CCNc1nc(SCC(=O)OC)nc(N(C)C)n1	15	-0.3	0.0	5
COc1ccc(Cl)cc1NC(=O)C1CCCN1S(=O)(=O)c1ccc(Cl)cc1 (centres undefined)	-4	0.2	1.3	-15
CC(C)CC1(C(=O)O)NC(c2ccc(O)cc2O)C2C(=O)N(Cc3ccccc3)C(=O)C21 (centres undefined)	1	0.0	-0.1	5
COc1ccc(-c2nc(NC(=O)CS(=O)(=O)c3ccccc3)sc2C)cc1	-6	-2.2	-0.1	-10
NC(=O)c1ccccc1NC(=O)Cn1nc(Cc2cccnc2)c2ccccc2c1=O	13	-1.3	0.0	-5
CCCNc1cc(Nc2ccccc2)nc(N)n1	-1	1.3	0.2	17
COc1ccc(NC(=O)CN2CCN(S(=O)(=O)c3cc(Cl)ccc3OC)CC2)cc1	10	1.3	0.4	7
COCc1cc(C(C)=O)ccc1OCC(=O)Nc1ccc(Br)cc1F	-2	-1.7	0.0	13
Cc1c(C(=O)N(C)CCc2ccccn2)sc2ncnc(N3CCN(c4ccccc4)CC3)c12	34	-0.7	0.0	1
COc1ccc(C)cc1NC(=O)NCCCN1CCN(c2ccccc2C)CC1	4	-0.7	0.0	1

5 compounds from above, limited to MITF primary, TEAD-YAP inh and FBW7 act:
mol | MITF primary | TEAD-YAP inh | FBW7 act
CCCOc1ccc(/C=C2\N=C(c3ccc(Cl)cc3)OC2=O)cc1OC | 26 | -2 | 0.1
CCc1ccc(CN2C[C@H](NC(=O)c3cccc(F)c3)C[C@H]2C(=O)OC)cc1 | -3 | 5 | 0.4
COc1ccc(-c2nc(NC(=O)CS(=O)(=O)c3ccccc3)sc2C)cc1 | -6 | -10 | -0.1
Cc1ccc2c(c1)-c1c(cnn1CC(=O)Nc1nccs1)CO2 | 11 | 0 | 0.8
COCc1cc(C(C)=O)ccc1OCC(=O)Nc1ccc(Br)cc1F | -2 | 13 | 0.0

(list continues)
SMILES	MITF primary	GPR151 activ	FBW7 act	TEAD-YAP inh
CCOC(=O)CCC(=O)Nc1c(C)cccc1C	-3	0.4	0.1	4
N#Cc1ccc(-n2c(-c3ccccc3)nnc2-c2ccccc2)cc1C#N	10	-0.5	0.1	-17
CCOc1ccc(C(=O)O/N=C(\N)c2ccc(I)cc2)cc1	3	-0.6	-0.2	-3
COc1ccc(C2(C(=O)N3CCC4(CC3)NC(=O)c3ccccc3O4)CCCC2)cc1	0	-0.6	0.0	4
Oc1ccc(CCNc2nc(Nc3ccccc3)nc3c2ncn3Cc2ccc(C(F)(F)F)cc2)cc1	-13	-0.7	-0.1	10
O=C(C1CCCO1)N1CCC(O)(c2ccccc2)CC1 (centres undefined)	19	-0.4	1.4	-4
CC(NC(=O)c1cnn2c(C(F)(F)F)cc(-c3ccc(Br)cc3)nc12)c1ccccc1 (centres undefined)	-3	0.2	0.0	-5
O=C(CCc1ccccc1)N1CCN(Cc2nnnn2-c2ccccc2)CC1	0	1.4	-0.3	6
CCCCn1c(SCC(=O)c2ccccc2)nc2c(sc(=S)n2-c2ccccc2OC)c1=O	5	-0.3	0.2	0
Cc1ccc(C(=O)Nc2cccc(-n3c(C)nc4ccccc4c3=O)c2)cc1	4	-1.1	0.1	-16
Cn1cc(CNc2nc3nonc3nc2N2CCCCCC2)cn1	15	2.4	0.1	5
COC(=O)C(C)Oc1ccc2c(=O)c(Oc3cccc(C)c3)coc2c1 (centres undefined)	-2	-0.9	0.2	-1

Individual results from above.
Oc1ccc(CCNc2nc(Nc3ccccc3)nc3c2ncn3Cc2ccc(C(F)(F)F)cc2)cc1 | MITF primary = -13
CC(NC(=O)c1cnn2c(C(F)(F)F)cc(-c3ccc(Br)cc3)nc12)c1ccccc1 (centres undefined) | MITF primary = -3
COC(=O)C(C)Oc1ccc2c(=O)c(Oc3cccc(C)c3)coc2c1 (centres undefined) | GPR151 activ = -0.9
COc1ccc(C2(C(=O)N3CCC4(CC3)NC(=O)c3ccccc3O4)CCCC2)cc1 | MITF primary = 0

The listing continues.
SMILES	MITF primary	GPR151 activ	FBW7 act	TEAD-YAP inh
CCN(CC)CCn1c2ccccc2n2cc(-c3cccc4ccccc34)nc12	8	0.4	1.3	1
Cc1cccc(OCC(=O)Nc2ccc(S(=O)(=O)Nc3cc(C)nc(C)n3)cc2)c1	17	-0.4	-0.1	-6
CC1(C)CC2CC(C)(CN2c2nc(-c3ccc([N+](=O)[O-])cc3)nc3ccccc23)C1 (centres undefined)	-9	0.3	0.1	-3
O=C(NCC(c1ccco1)N1CCOCC1)c1cccs1 (centres undefined)	-6	2.3	-0.1	2
COc1cc(/C=C2\C(=O)N(c3cccc(C(=O)O)c3)N=C2C)ccc1O	11	-1.5	0.0	-1
OC1CCN(Cc2ccc3c(c2)CN(Cc2c(F)ccc(F)c2F)CCO3)CC1	11	1.4	0.3	8
COc1cccc(C2=N/C(=C\c3ccc(C)cc3)C(=O)O2)c1	-5	-0.1	0.0	0
CN(C)/C=C(/C=C(C#N)C#N)c1ccccc1	3	1.0	-0.2	-7
COc1ccc(C2N3CC4(C)CN2CC(C)(C3)C4=O)cc1OC (centres undefined)	-7	-0.3	0.0	-4
COc1ccc(Cl)cc1NC(=O)c1c(NCc2cccnc2)sc2c1CCCC2	20	2.5	0.1	-6
COc1ccc(-c2oc3ncn4nc(-c5ccc(C)cc5)nc4c3c2-c2ccc(OC)cc2)cc1	-17	-0.7	0.1	3
O=C(O)CCCC(=O)Nc1ccc(-c2nc3ccccc3o2)cc1	-2	0.0	0.0	-10
CC(C)Cc1nnc(NC(=O)Cc2ccc(Cl)cc2)s1	-3	0.4	0.1	2
Cc1ccc(-c2cc(C(F)F)nc(NCc3cccnc3)n2)cc1	0	-0.5	0.5	2
CCOC(=O)C1=CN(c2ccc(F)cc2)C=C(C(=O)OCC)C1c1ccc(Cl)c(Cl)c1	15	-0.2	0.4	6
COc1ccc2nc(NC(=O)c3ccc(S(=O)(=O)N4CCCCC4)cc3)sc2c1	12	1.8	0.4	0
O=C1CCCN1CCCNc1nc(Nc2cnccn2)nc2nc[nH]c12	-12	1.4	0.2	11
CCOc1cc2nc3c4cc(Br)ccc4n(CC(C)C)c3nc2cc1OCC	-4	0.0	0.0	1
O=C(N/N=C/c1ccccc1)C(=O)N/N=C/c1ccccc1	9	-0.2	0.0	8
CS(=O)(=O)N1CCN(CC(=O)c2ccco2)CC1	57*	2.3	0.0	5
CCS(=O)(=O)N1CCCC(C(=O)N2CCOCC2)C1 (centres undefined)	16	-1.6	0.5	-3
Cc1nc(C(F)(F)F)c(C(=O)Nc2ccccn2)s1	-1	-0.3	-0.3	-4
NS(=O)(=O)c1ccc(CCNC(=O)COc2ccccc2)cc1	-11	0.5	0.0	0
C=CCN1C(=O)/C(=C\c2cc([N+](=O)[O-])cc([N+](=O)[O-])c2O)SC1=S	8	0.2	-0.7	12
O=C(Nc1ccc(F)cc1)c1cc2cc([N+](=O)[O-])ccc2oc1=O	22	1.2	0.1	2
O=C(O)c1c2c(nc3ccccc13)CCN(CC(O)COc1ccccc1)C2 (centres undefined)	-7	0.2	-0.2	1
O=C1CCc2cc(NS(=O)(=O)c3ccc(Cl)cc3)cc3c2N1CCC3	-4	-1.3	-0.1	-2
Cc1ccc(CNC(=O)CN(C)S(=O)(=O)c2cccs2)cc1	-1	0.3	0.0	1
COc1cc(CNc2ccc3ncc(-c4ccc(C)cc4)n3n2)cc(OC)c1OC	13	-0.1	-0.2	0
O=S(=O)(NCc1ccco1)c1ccc(NS(=O)(=O)c2ccc(Cl)s2)cc1	-10	0.3	-0.1	3
COc1cccc(C2C=C(c3ccc(C)cc3)Nc3nnnn32)c1OC(F)F (centres undefined)	-3	0.0	0.6	-6
COc1cc(C2/C(=C(\O)c3ccc(C)cc3)C(=O)C(=O)N2c2nncs2)ccc1O (centres undefined)	-8	-0.9	0.1	-5
O=C(Nc1ccc2c(c1)OCO2)c1cc(C2CC2)on1	-13	1.3	0.2	-47
